Assay outcomes deposited in PubChem BioAssay by several laboratories.
M4 antag = human M4 muscarinic receptor antagonists, primary screen, CHO cells, Fluo-8 calcium fluorescence; Muscarinic acetylcholine receptor M4 (Homo sapiens), P08173; CHO-hM4 cells, ACh EC80; inhibition, % at 3 µM; hit rate 0.73% among 360,000;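 active = inhibition above its plate's cutoff, the mean inhibition of sample wells plus 3 SD, cut at about 27% in these data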;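 also: 0% = acetylcholine EC80 with DMSO and 100% = DMSO without agonist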
Target sequence (P08173 whole entry, looked up): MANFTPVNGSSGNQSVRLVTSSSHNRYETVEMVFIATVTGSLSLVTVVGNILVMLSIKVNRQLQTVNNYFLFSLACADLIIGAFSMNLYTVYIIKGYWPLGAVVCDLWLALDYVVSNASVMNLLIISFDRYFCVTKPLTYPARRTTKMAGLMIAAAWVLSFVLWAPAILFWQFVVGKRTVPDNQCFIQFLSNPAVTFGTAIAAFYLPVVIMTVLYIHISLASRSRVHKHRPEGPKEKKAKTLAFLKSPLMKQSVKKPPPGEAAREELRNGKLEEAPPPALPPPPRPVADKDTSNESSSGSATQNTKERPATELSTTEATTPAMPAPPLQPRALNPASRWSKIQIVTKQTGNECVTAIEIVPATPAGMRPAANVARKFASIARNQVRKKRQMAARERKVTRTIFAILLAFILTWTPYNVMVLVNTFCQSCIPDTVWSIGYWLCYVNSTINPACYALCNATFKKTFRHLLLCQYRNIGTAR
M5 ag = human M5 muscarinic receptor agonists, primary screen, CHO-K1 cells, Fluo-8 calcium fluorescence; Muscarinic acetylcholine receptor M5 (Homo sapiens), P08912; CHO-K1 hM5 cells; 0% DMSO wells, 100% maximal acetylcholine response; activation, % at 3 µM; hit rate 0.19% among 360,000;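 active = activation above the run's mean over test compounds plus 3 SD, cut at about 23% in these data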;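 also: signal is peak over basal fluorescence ratio across the kinetic read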
M4 PAM = human M4 muscarinic receptor positive allosteric modulators, primary screen, CHO-K1 cells, Fluo-8 calcium fluorescence. activation, % at 3 µM. Muscarinic acetylcholine receptor M4 (Homo sapiens), P08173. CHO-K1 hM4/Gqi5, ACh EC20; 0% = ACh EC20, 100% = maximal ACh. hit rate 0.4% among 360,000;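 active = activation above its plate's cutoff, the mean activation of sample wells plus 3 SD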; also: some results filed as inactive read as strong as hits
CHRM1 PAM = human M1 muscarinic receptor positive allosteric modulators, primary screen, CHO-K1 cells, Fluo-8 calcium fluorescence, 1536-well. Muscarinic acetylcholine receptor M1 (Homo sapiens), P11229. CHO-K1 hM1, ACh EC20; 0% = ACh EC20, 100% = maximal ACh. activation, % at 3 µM. hit rate 0.088% among 360,000; in the data active = activation above about 19%, passing the limit was not always enough
Target sequence (P11229 whole entry, looked up): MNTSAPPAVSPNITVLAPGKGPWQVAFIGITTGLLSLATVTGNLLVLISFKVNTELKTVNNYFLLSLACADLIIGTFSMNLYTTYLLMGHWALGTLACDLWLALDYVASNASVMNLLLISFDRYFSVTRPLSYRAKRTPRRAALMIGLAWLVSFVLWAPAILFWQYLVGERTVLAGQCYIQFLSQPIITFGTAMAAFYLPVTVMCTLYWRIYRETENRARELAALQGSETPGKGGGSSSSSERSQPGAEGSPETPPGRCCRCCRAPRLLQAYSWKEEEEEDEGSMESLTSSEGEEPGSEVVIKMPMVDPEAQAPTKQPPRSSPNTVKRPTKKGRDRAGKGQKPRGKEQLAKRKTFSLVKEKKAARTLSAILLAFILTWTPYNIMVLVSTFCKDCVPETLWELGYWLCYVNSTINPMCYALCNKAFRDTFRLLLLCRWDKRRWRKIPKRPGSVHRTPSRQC
CRFR2-BP antag = antagonists of CRF-BP/CRF-R2 complex, primary screen, cell-based, HEK293, calcium dye fluorescence, uHTS | CRF-induced calcium fluorescence | inhibition, % at 11.8 µM | hit rate 0.59% among 350,000;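 active = inhibition of the ligand-induced calcium signal above about 50% at the single tested concentration, limit read from the data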
M5 PAM = human M5 muscarinic receptor positive allosteric modulators, primary screen, CHO-K1 cells, Fluo-8 calcium fluorescence. activation, % at 3 µM. CHO-K1 hM5, ACh EC20 PAM; 0% = ACh EC20, 100% = ACh EC100. hit rate 0.3% among 360,000. Muscarinic acetylcholine receptor M5 (Homo sapiens), P08912;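 active = activation above the run cutoff, the mean activation of all test compounds plus 3 SD, cut at about 18% in these data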
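Assay system: CHO-K1 hM5 cells. Also added: acetylcholine at EC20 concentration, added after compound. Dosing: 3 µM, single dose. Times: compound preincubation 140 s before EC20 acetylcholine addition. Signal: Fluo-8 calcium fluorescence. Measure: % activation relative to EC20 and EC100 ACh responses. Repeats: singlicate, one well per test compound.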
CHRM4 agonist = human M4 muscarinic receptor agonists, primary screen, CHO-K1 cells, Fluo-8 calcium fluorescence; CHO-K1 hM4/Gqi5; vehicle 0%, full acetylcholine response 100%; activation, % at 3 µM; hit rate 0.14% among 360,000;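 active = activation above the run mean over all test wells plus 3 SD, cut at about 32% in these data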;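 also: peak over basal fluorescence ratio per well then scaled between controls; 0% = DMSO wells and 100% = acetylcholine at EC100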
CRFBP-R2 agonist = agonists of CRF-BP/CRF-R2 complex, primary screen, cell-based, HEK293, calcium dye fluorescence, uHTS | CRF-binding protein / CRF receptor 2 complex (human) | calcium dye fluorescence (FLIPR); percent of saturating CRF peptide response | activation, % at 13.2 µM | hit rate 0.46% among 350,000 | AID 588473, 2011;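 active = activation of at least 50%, plus an integration ratio under a set limit after plate pattern correction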;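 also: plate controls were neutral control wells without compound for no effect and CRF at EC100 for full effect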
M5 antag = human M5 muscarinic receptor antagonists, primary screen, CHO cells, Fluo-8 calcium fluorescence; CHO-hM5 cells, ACh EC80; hit rate 0.59% among 360,000; inhibition, % at 3 µM; Muscarinic acetylcholine receptor M5 (Homo sapiens), P08912;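 active = inhibition above a per-plate cutoff, the mean of that plate's test compounds plus 3 SD, cut at about 27% in these data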;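 also: 0% = acetylcholine EC80 with DMSO and 100% = DMSO without agonist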
* = called active by the depositor; . = no result given.

SMILES | M4 antag | M5 ag | M4 PAM | CHRM1 PAM | CRFR2-BP antag | M5 PAM | CHRM4 agonist | CRFBP-R2 agonist | M5 antag
Cc1cccc(S(=O)(=O)NC(=O)C2(C)CCN2C(=O)Cc2cccs2)c1 (stereo unspecified) | -7 | -1 | 3 | 4 | . | 3 | 0 | . | 13
COc1cc(NC(=O)CSc2nncn2C)c(C)cc1[N+](=O)[O-] | 4 | 0 | 6 | 8 | -7 | 3 | 1 | 0.8 | 1
COc1cccc(/C=N/NC(=O)c2[nH]nc3c2CCc2ccccc2-3)c1 | 2 | 0 | -2 | 7 | -23 | -5 | 2 | 0.1 | 16
COc1ccc(/C=C/C2=CC(C)(C)NC(=S)N2)cc1 | 1 | -1 | 1 | -11 | 4 | 0 | 1 | -0.5 | -2
CCc1noc(C)c1C(=O)Nc1ccccc1C(C)(C)C | -7 | -3 | 13 | 9 | 8 | 4 | 1 | 0.3 | -8
COC(=O)c1cn(NC(=O)/C=C/c2cc(OC)ccc2OC)c(=O)c2ccccc12 | 4 | 0 | 2 | 0 | -29 | -6 | 6 | -0.4 | 9
Cc1ccc(S(=O)(=O)N(CC(=O)NCc2ccccc2)C(=O)N2CCN(C)CC2)cc1 | -2 | 3 | 2 | 1 | 5 | -10 | 1 | -0.9 | 7
O=C1NC(Cc2ccccc2)C(=O)N1Cc1cc([N+](=O)[O-])cc2c1OCOC2 (stereo unspecified) | -3 | 1 | -1 | 3 | -15 | -13 | 3 | -0.1 | 13
Cc1ccc2nc3c(cc2c1)CN(Cc1ccco1)C(=NCC1CCCO1)S3 (stereo unspecified) | -5 | -4 | 5 | 1 | 11 | 0 | -1 | -1.2 | 6
CC(=O)CSc1nsc(SCC(C)=O)c1C#N | 2 | -1 | 3 | 10 | 6 | 0 | 1 | 4.2 | -4
COc1ccc(-c2nnc(-c3ccc(N(C)C)cc3)o2)cc1 | -10 | 1 | 7 | 9 | 43 | -6 | 1 | 8.8 | -3
O=C(CN(Cc1ccco1)S(=O)(=O)c1ccccc1)N/N=C/c1cccc(O)c1 | -5 | -2 | 1 | 9 | 0 | -2 | 3 | 1.7 | -2
CN1CCCN(C(=O)CNC(=O)c2ccc(Cl)cc2Cl)CC1 | -7 | -4 | 10 | 16 | 2 | 2 | 1 | -2.5 | 13
COc1ccc(-n2nnnc2-c2ccccc2)cc1 | -7 | 2 | 17 | 5 | 19 | 6 | 1 | 0.9 | -13
Cc1cccnc1C(NC(=O)C1CCN(CCCOc2ccc(F)cc2)CC1)c1ccccc1 (stereo unspecified) | 4 | -2 | -5 | -6 | . | -6 | 2 | . | 5
CCc1noc(C)c1C(=O)Nc1nc(-c2ccc(Cl)cc2Cl)cs1 | 1 | -6 | -10 | -19 | -16 | -13 | 5 | -0.9 | 5
O=C1NC[C@@H](CCCCN2C[C@H](Cc3ccccc3)N(CCC3CCCCC3)C(=O)C2=O)N(CC2CCCCC2)C1=O | -18 | 1 | 20 | . | . | 1 | 1 | . | -7
Cc1cc2ccccn2c1C(=O)c1ccccc1Br | -16 | -3 | 5 | -1 | 17 | -2 | 3 | -2.7 | -7
COc1ccc(C2(C(=O)NCCc3ccccc3)CCCC2)cc1 | 8 | -6 | -13 | -16 | 15 | 2 | -1 | 0.1 | 7
Cc1ccccc1N1CCN(c2ccc(NC(=O)C3CCCCC3C(=O)O)cc2)CC1 (stereo unspecified) | 4 | 1 | 9 | 5 | 8 | 5 | 0 | -0.8 | 6
Cc1ccc(S(=O)(=O)N2[C@@H](CO)CO[C@H]2CC(=O)OCc2ccccc2)cc1 | -21 | 4 | 10 | . | . | 3 | 9 | . | -14
CCOC(=O)C(Cc1ccccc1)C(=O)Nc1nccs1 (stereo unspecified) | -11 | -4 | 4 | 7 | 6 | 0 | 1 | -1.7 | 5
Cc1ccc2c(c1)c1nc3ccccc3nc1n2C | 1 | -5 | 4 | 1 | -16 | 2 | -1 | 1.3 | 2
Cc1ccccc1-c1nc2sc(C)c(C)c2c(=O)o1 | 0 | 1 | 3 | -3 | -8 | -1 | 1 | 3.3 | 7
CC1(C)CC(=O)C(=CN2CCN(C(=O)c3ccco3)CC2)C(=O)C1 | -1 | -2 | 2 | 6 | -16 | 0 | 0 | 0.6 | 4

(listing goes on)
SMILES | M4 antag | M5 ag | M4 PAM | CHRM1 PAM | CRFR2-BP antag | M5 PAM | CHRM4 agonist | CRFBP-R2 agonist | M5 antag
CC1CN(S(=O)(=O)c2ccc(C(=O)Nc3ccc(S(=O)(=O)Nc4nccs4)cc3)cc2)CC(C)O1 (stereo unspecified) | -7 | -1 | 6 | 4 | 17 | 7 | 0 | -0.8 | -3
Cc1cccc(C(C)C)c1NC(=O)COC(=O)c1cccc(S(=O)(=O)N2CCc3ccccc3C2)c1 | 6 | -1 | 10 | 1 | 5 | 0 | 1 | -0.2 | 7
CCOC(=O)c1sc(NC(=O)CCN2C(=O)c3cccc([N+](=O)[O-])c3C2=O)c(C(=O)OCC)c1C | -4 | 1 | -3 | 0 | -10 | -4 | 1 | 3.1 | 7
CCOc1ccccc1C1NC(=O)NC(C)=C1C(=O)OC1CCCC1C (stereo unspecified) | -2 | -7 | 6 | 7 | -12 | 6 | -1 | -0.9 | -4
Cc1cccc(NC(=O)C(Cc2ccccc2)c2nn[nH]n2)c1C (stereo unspecified) | -1 | 1 | 6 | 10 | 2 | 5 | 1 | -0.5 | 5
CCn1ccnc1C(O)c1ccc(N(C)C)cc1 (stereo unspecified) | 12 | -4 | -5 | 6 | -1 | 0 | 0 | 0.6 | -3
Cc1cc(Nc2cccc(F)c2)nc(-c2ccccc2O)n1 | -11 | -1 | 0 | -6 | 2 | -2 | 3 | -0.6 | -7
COc1cccc(N2CCN(C3CC(=O)N(c4ccc(Cl)c(Cl)c4)C3=O)CC2)c1 (stereo unspecified) | -2 | -8 | 1 | 8 | -13 | 1 | 8 | -0.5 | -3
Cc1ccc(C(=O)N2CCCC(CCC(=O)N3CCN(c4ccccn4)CC3)C2)cn1 (stereo unspecified) | -1 | -4 | 16 | 8 | 14 | 0 | 1 | 1.6 | 6
O=S(=O)(c1ccc(Cl)s1)N1CCN(Cc2ccccc2)CC1 | -15 | -8 | -3 | -3 | 22 | -6 | 0 | 3.4 | -2
Cn1c(SCCC(=O)O)nnc1-c1ccncc1 | 2 | 2 | 6 | 3 | -11 | 1 | 2 | -0.5 | -2
CCOc1ccc(CCNC(=O)CS(=O)Cc2nc(-c3ccc(C)cc3)oc2C)cc1OCC (stereo unspecified) | -4 | -4 | 3 | 22 | -3 | 8 | 0 | -2.4 | -10
Cn1c(=NC(=O)c2ccccc2[N+](=O)[O-])sc2cccc(F)c21 | -7 | 1 | -7 | 3 | -6 | 6 | 0 | 1.0 | -6
C=CCN1C(=O)/C(=C/c2ccc(-c3ccc(F)cc3)o2)SC1=S | 1 | 1 | 3 | -1 | -86 | 2 | 2 | 27 | 0
COc1ccc(N2c3ccccc3CN(Cc3ccccc3)[C@@H](C)[C@H]2Cc2ccc(-c3ccccc3)cc2)cc1 | -10 | 0 | 5 | . | . | -9 | 2 | . | 5
Cc1c(/C=N/NC(=O)CNc2ccccc2)c2ccccn2c1C(=O)c1ccc(Cl)cc1 | 5 | 0 | 10 | 7 | -35 | 1 | 4 | 1.1 | 1
CC(Sc1nnc2ccccn12)C(=O)NCc1ccc2c(c1)OCO2 (stereo unspecified) | 0 | 6 | 8 | 4 | -37 | 4 | 0 | -0.3 | 3
O=C1c2cccnc2C(=O)N1CNc1ccc(Cl)cc1 | -4 | 2 | 4 | 8 | -1 | -3 | 2 | -0.5 | 3
Cc1cc2oc(=O)cc(-c3ccccc3)c2c(C)c1-c1ccc(C(F)(F)F)cc1 | -10 | 1 | 1 | 10 | -6 | -3 | -1 | 2.4 | -4
Cc1ccc(S(=O)(=O)CCC(=O)NNC(=O)CN(C)S(=O)(=O)c2ccc(C)cc2)cc1 | -2 | 0 | 6 | 20 | 3 | 6 | 0 | 2.2 | 3
CCCC/C(O)=N\S(=O)(=O)c1ccc(N=NN(C)C)cc1 | -5 | -1 | 4 | -2 | 6 | 7 | 1 | -0.8 | -6
c1ccc(C2=Nn3c(nnc3-c3ccccn3)SC2)cc1 | -17 | -1 | 10 | 1 | 15 | 0 | 1 | 0.2 | -1
CCCCCN(C(=O)CCC(=O)OCCOc1ccc(OCC)cc1)c1c(N)n(CCCC)c(=O)[nH]c1=O | -5 | -8 | 4 | 2 | 16 | 3 | 0 | -0.9 | 0
NC(=O)C1CCN(CC(=O)NC(=O)NC2CCCC2)CC1 | -6 | -1 | 20* | 7 | -8 | -1 | 2 | -1.2 | 9
Cc1cscc1-c1cc2nc(NCCCN(C)C)n(C)c(=O)c2s1 | -2 | -1 | 2 | 4 | . | -2 | 1 | . | 1

(more compounds)
SMILES | M4 antag | M5 ag | M4 PAM | CHRM1 PAM | CRFR2-BP antag | M5 PAM | CHRM4 agonist | CRFBP-R2 agonist | M5 antag
Cc1ccc(OCc2ccc(C(=O)NNC(=S)NCC3CCCO3)o2)c([N+](=O)[O-])c1 (stereo unspecified) | -3 | -1 | 5 | 14 | 2 | 19* | 2 | 6.3 | -22
O=C(COC(=O)C1CC1)Nc1ccc2c(c1)OCO2 | -1 | 0 | -7 | 0 | -5 | -1 | 0 | -0.3 | 10
CCCNC(=O)Cn1cnc2sc(C(=O)N3CCN(CCC)CC3)c(C)c2c1=O | 2 | -3 | 14 | 2 | 11 | 2 | 0 | -0.2 | 1
COc1ccc(C2CC(c3ccc(Cl)cc3Cl)n3nc(N)nc3N2)cc1 (stereo unspecified) | -6 | 2 | 1 | 7 | -23 | 1 | 4 | -0.1 | -4
O=C(COC(=O)c1c(F)cccc1F)NC(=O)NCc1ccccc1 | -6 | 3 | 5 | 8 | 2 | 0 | 2 | -2.4 | -5
O=C(NN=Cc1ccc2c(c1)OCO2)C1CC1 | -12 | -1 | 9 | 8 | 2 | -9 | 0 | -0.8 | 10
CCCC(=O)N1CCN(c2ccc(NC(=S)NC(=O)CC)cc2)CC1 | 4 | 6 | 7 | 8 | 8 | -6 | 5 | -1.1 | 5
O=C(NCC(c1cccs1)N1CCOCC1)c1ccc(Cl)c(S(=O)(=O)N2CCOCC2)c1 (stereo unspecified) | -5 | -1 | -7 | 11 | -12 | 0 | 1 | 2.2 | 3
CCC(C)NC(=O)Nc1ccc2c(c1)N(C)C(=O)c1ccccc1S2 (stereo unspecified) | 9 | 2 | 6 | 9 | -44 | -6 | 3 | 9.6 | 11
